KCNQ2 block = KCNQ2 potassium channel inhibitors, primary screen, cell-based, CHO-K1, FluxOR thallium flux, B-score (AID 2156). B-score at 10 µM. 20 min; active compounds read low. O88943. 1.1% of 310,000 active;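 active = fluorescence ratio B-score at most minus 3 library SDs, with starting brightness B-score within 2 library SDs, cut at about -5.5 in these data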
Target sequence (O88943 whole entry, looked up): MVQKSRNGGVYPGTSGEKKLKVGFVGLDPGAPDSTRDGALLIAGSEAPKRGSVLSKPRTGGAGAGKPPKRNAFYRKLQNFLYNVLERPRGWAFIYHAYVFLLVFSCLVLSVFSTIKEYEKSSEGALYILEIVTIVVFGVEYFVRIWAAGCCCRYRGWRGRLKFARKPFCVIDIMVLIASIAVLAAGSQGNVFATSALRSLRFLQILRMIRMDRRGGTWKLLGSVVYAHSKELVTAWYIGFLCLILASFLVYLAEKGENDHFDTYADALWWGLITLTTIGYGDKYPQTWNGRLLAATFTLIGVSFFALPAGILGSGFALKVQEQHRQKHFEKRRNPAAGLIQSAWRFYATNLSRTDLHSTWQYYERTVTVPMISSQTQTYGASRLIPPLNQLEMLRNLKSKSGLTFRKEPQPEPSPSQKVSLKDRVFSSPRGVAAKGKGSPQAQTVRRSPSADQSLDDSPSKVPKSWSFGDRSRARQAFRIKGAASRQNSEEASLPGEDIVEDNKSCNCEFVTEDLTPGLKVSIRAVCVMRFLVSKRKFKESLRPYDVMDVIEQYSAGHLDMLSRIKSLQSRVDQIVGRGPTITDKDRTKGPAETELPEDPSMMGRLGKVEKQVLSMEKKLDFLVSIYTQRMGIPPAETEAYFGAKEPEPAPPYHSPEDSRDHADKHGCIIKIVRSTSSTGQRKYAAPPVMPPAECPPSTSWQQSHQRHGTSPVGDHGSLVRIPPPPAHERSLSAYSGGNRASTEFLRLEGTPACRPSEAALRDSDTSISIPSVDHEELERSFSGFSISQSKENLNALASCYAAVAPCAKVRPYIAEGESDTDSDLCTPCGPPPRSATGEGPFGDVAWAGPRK
Kir21 block = inhibitors of mouse Kir2.1 inward-rectifier potassium channel | P35561 | HEK293-Kir2.1, FluxOR thallium flux fluorescence; active compounds read low | B-score at 10 µM | 0.85% of 310,000 active;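 active = fluorescence ratio B-score at or below minus 3 SD of library scores, with starting-brightness B-score within 2 SD, cut at about -4.2 in these data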;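 note: channel flux triggered by added potassium and thallium sulfate stimulus; B-score of peak minus minimum fluorescence over baseline after thallium stimulus; more negative B-score means stronger Kir2.1 block with less thallium influx; some compounds called inactive have numbers as strong as hits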
Active calls of the source: *; i = inactive.

KCNQ2 block | Kir21 block | Compound
i | 0.04 | Cc1nc(S/C(=C/c2ccc(OCc3ccc(C(=O)O)cc3)cc2)C(=O)O)n[nH]1
i | 0.32 | COC(=O)[C@H]1C[C@@H]1[C@H](NC(=O)[C@H]1C[C@@H]1[C@H](NC(=O)OCc1ccccc1)c1ccccc1)c1ccccc1
i | -0.41 | Cc1csc2cc(-c3cccc([N+](=O)[O-])c3)c(-c3cccc([N+](=O)[O-])c3)c[n+]12
i | 0.19 | Cc1cc(C)nc(SCC(=O)n2c3c(c4ccccc42)CCCC3)n1
i | -0.32 | COc1ccc(NC(=O)CN(C)C(=O)/C=C/c2cn(-c3ccccc3)nc2-c2cccs2)cc1
i | -1.3 | COc1cc(C)c(S(=O)(=O)n2c([N+](=O)[O-])cnc2C)cc1C
i | 0.07 | CCN1CCN(c2cc(C)c3cc(NC(=S)N4CCCCC4)ccc3n2)CC1
i | 1.5 | COc1ccc(S(=O)(=O)N2CCN(CC(O)COc3ccc(CC#N)cc3)CC2)cc1OC (stereo unspecified)
i | 0.76 | Fc1cc(Br)ccc1NC(=S)NCCc1ccccc1
i | 0.77 | COc1ccc(-c2ccc(NCCN3CCOCC3)nn2)cc1OC
i | -0.68 | O=C1CCCN1c1ccc(CNS(=O)(=O)c2ccc(F)cc2)cc1
i | 0.09 | O=C1Nc2ccccc2C(O)(C(=O)NCc2ccc3c(c2)OCO3)N1c1ccc(Cl)c(Cl)c1 (stereo unspecified)
i | -1.8 | Cc1ccc(C)c(S(=O)(=O)N2CCN(CC(=O)N3CCc4ccccc4C3)CC2)c1
i | 0.56 | O=C1C(=O)N(CC2CCCO2)C(c2ccccc2[N+](=O)[O-])/C1=C(/O)c1ccccc1 (stereo unspecified)
i | 0.49 | CCn1cc(C(=O)NCCC(C)C)c(=O)c2cc(F)c(N3CCN(C(=O)c4ccco4)CC3)cc21
i | 0.3 | Cc1nn(Cc2ccc(F)cc2)c2sc(C(=O)Nc3nccs3)cc12
i | -1.2 | Cc1[nH]c(=O)[nH]c(=O)c1Sc1ccccc1[N+](=O)[O-]
i | 0.64 | CSc1nsc(SC)c1C(=O)N1CCN(S(=O)(=O)c2ccc(C)cc2)C1C (stereo unspecified)
i | -1.4 | O=C(O)CC1(CC(=O)NCc2ccc(-c3cccs3)cc2)CCCCC1
i | 0.01 | O=C(NC(NC(=S)Nc1ccccc1C(=O)O)C(Cl)(Cl)Cl)c1ccccc1 (stereo unspecified)
i | -0.78 | Oc1ccc(C[C@H]2CNC(=S)N2CCc2cc(C(F)(F)F)cc(C(F)(F)F)c2)cc1
i | -0.61 | CCc1ccc(NC(=O)CCS(=O)(=O)c2ccc3c(c2)CCN3C(C)=O)cc1
i | 1.5 | Cc1ccc(NC(=O)C(=O)NNC(=O)c2cccs2)cc1
i | -0.25 | Cc1ccccc1N1CCN(C2CCCN(C(=O)CCN3CCCO3)C2)CC1 (stereo unspecified)
i | -0.83 | COc1ccc(C2CC(=O)c3c(C)nc(N4CCN(Cc5ccccc5)CC4)nc3C2)cc1OC (stereo unspecified)
i | -1.2 | COc1ccc(NC(=O)C(NC(=O)c2ccc(=O)[nH]c2)c2ccc(C)cc2)cc1 (stereo unspecified)
i | 0.56 | Cc1cc(C)c(C(=O)O)c(CC(C)(C)C(=O)O)c1
i | 0.07 | CCOc1ccc(CN2C(=O)c3ccccc3C2C(=O)NCc2cccnc2)cc1 (stereo unspecified)
i | -0.62 | Cc1ccc(Nc2nc(N/N=C\c3ccc4c(c3)OCO4)nc(N3CCOCC3)n2)cc1
i | -0.89 | O=S(=O)(N/N=C/c1ccccc1F)c1ccccc1
i | -0.75 | CCC(CC)C(=O)Nc1cccc(C(=O)Nc2nnc(C)s2)c1
i | -0.45 | Cc1ccc(-c2noc(CCCN3C(=O)c4ccccc4C3=O)n2)cc1
i | 0.37 | COc1ccc(NC(=S)NNC(=S)Nc2cccc(C(F)(F)F)c2)cc1
i | 2.9 | Fc1ccc(NC(=S)N2CCc3ccccc32)cc1
-7.8* | -7.6* | O=S(=O)(/C(=C/c1ccc(C(F)(F)F)cc1)c1nc2ccccc2[nH]1)c1ccccc1
i | 2.5 | CC1CN(C2=N/C(=C/c3ccc4c(c3)OCO4)C(=O)N2)CC(C)O1 (stereo unspecified)
i | 0.9 | O=C1CC2(CCN(C(=O)c3ccc(Cl)cc3)CC2)Oc2ccccc21
i | 0.35 | O=C(N/N=C/c1cccs1)c1cccc(NC(=O)c2ccccc2Cl)c1
i | 1.2 | Cc1ccc(Cl)cc1N(Cc1ccc(C(=O)NCc2cccnc2)cc1)S(=O)(=O)c1ccccc1
i | -1.9 | Cc1ccc(-c2csc(C(C#N)=C3CCCC3)n2)cc1
i | -0.06 | O=C(OCc1cc2ccccc2[nH]c1=O)C1CCCO1 (stereo unspecified)
i | 1.4 | CCOC(=O)CNc1nnc(SCC(=O)OCC)[nH]c1=O
i | 0.07 | O=C(Cn1cnc2ccccc2c1=O)Nc1ccc(S(=O)(=O)N2CCOCC2)cc1
i | 0.2 | O=c1cc(CSc2ccc(Cl)cc2)nc(N2CCCCC2)[nH]1
i | 0.28 | COc1cccc(-c2nc(CS(=O)CC(=O)NCc3ccc(F)cc3)c(C)o2)c1 (stereo unspecified)
i | 0.25 | Cc1ccc(S(=O)(=O)C(NC(=O)c2ccccc2)=C(Cl)Cl)cc1
i | -2.1 | O=C(NCc1cccs1)C(=O)NCC1OCCCN1S(=O)(=O)c1cccs1 (stereo unspecified)
i | 0 | Cc1nc(SCC(=O)Nc2nnc(C(C)C)s2)n[nH]1
i | 0.98 | COc1ccc(CN(CCCN2CCOCC2)S(=O)(=O)N(C)C)cc1OC
i | -0.01 | CCC1Nc2ncnc(N3CCOCC3)c2N(Cc2ccc(C)cc2)C1=O (stereo unspecified)
i | -1 | O=C(C[n+]1ccc(-c2nnc3n2CCCCC3)cc1)c1ccc(Cl)cc1
i | -0.34 | CCS(=O)(=O)n1nc(C(=O)N2CCOCC2)nc1N
i | -1.2 | CC1(C)CC(=O)C2=C(C1)OC(N)=C([N+](=O)[O-])C2c1cccs1 (stereo unspecified)
i | 0.04 | Cc1sc(NC(=O)/C=C/c2ccco2)c(C(=O)OC(C)C)c1C
i | -1.4 | COc1ccc2c(CC(=O)N3CCN(S(=O)(=O)c4cccs4)CC3)coc2c1
i | -0.2 | C/C(=N\OC(=O)C1CC1)C1CC1c1ccc(F)cc1 (stereo unspecified)
i | 0.68 | Cc1cccc(C(=O)Nc2cccc(C(=O)N/N=C/c3cccc(C)n3)c2)c1
i | -0.01 | CCOc1ccc(S(=O)(=O)NCCC(=O)NCc2cccnc2)cc1
i | -1.3 | Cc1nn2c(NCCN3CCOCC3)c3c(nc2c1-c1ccccc1)CCCC3
i | -2.4 | Cc1c(F)cccc1NS(=O)(=O)c1ccc(OCCNS(C)(=O)=O)cc1

The list continues:
KCNQ2 block | Kir21 block | Compound
i | -0.49 | O=C(COC(=O)CSc1nnc(-c2ccc(Cl)cc2)o1)Nc1cc(Cl)cc(Cl)c1
i | -0.54 | Cc1nc(C)c(C(=O)C2=C(O)C(=O)N(CCN(C)C)C2c2ccccc2)s1 (stereo unspecified)
i | 0.42 | Cc1ccc(S(=O)(=O)c2cc(O)ccc2O)cc1C
i | 0.56 | Cc1ccccc1CN1CCN(CC(=O)NCc2ccccc2)CC1
i | 1.8 | Cc1ccccc1C(N)c1ccncc1 (stereo unspecified)
i | 0.07 | CC(C)CN(C(=O)COC(=O)Cc1c[nH]c2ccccc12)c1c(N)n(Cc2ccccc2)c(=O)[nH]c1=O
i | 0.07 | COc1ccc(C(=O)C2CCCN(C(=O)Cn3ccc(C)n3)C2)cc1OC (stereo unspecified)
i | -0.04 | Brc1cccc(-c2nnc3sc(CN4CCC5(CC4)OCCO5)cn23)c1
i | 0.17 | COc1ccc(CCNC(=O)CNCC2CCCCC2)cc1OC
i | -0.99 | C=CCC1(N(C(C)=O)c2ccccc2)CCCCC1
i | 1.1 | COCc1cc(C)nc(OCC(=O)N/N=C/c2ccc(C)o2)c1C#N
i | 1.7 | Cc1cccc(NC(=O)N(Cc2nc3ccccc3c(=O)[nH]2)C2CCCC2)c1
i | -6.9 | O=c1[nH]c2c(s1)C=Nc1ccccc1N2
i | 0.81 | Cn1c(=O)c2c(ncn2CC(=O)N/N=C/c2ccc(Br)s2)n(C)c1=O
i | -2.4 | Clc1ccc(Oc2nc(N3CCOCC3)nc(N3CCOCC3)n2)c(C2CCCCC2)c1
i | 1.4 | Cn1c(-c2cc3ccc(OC(=O)C(C)(C)C)cc3oc2=O)nc2ccccc21
i | 0.52 | NC(=O)C1CCN(C(=O)c2cc3c(s2)CCCC3)CC1
i | -0.01 | CS(=O)(=O)N1CCN(c2ccccc2NC(=S)NC(=O)c2ccccc2[N+](=O)[O-])CC1
i | -0.53 | CCN(CC)C(=O)c1cccc2nc3ccccc3nc12
i | -0.33 | COc1ccc(CCNC(=O)NC2CCCCC2)cc1
i | 2.1 | COc1ccc(-c2csc(NC(CO)c3nc4ccccc4n3CCCO)n2)cc1 (stereo unspecified)
i | -0.09 | COc1ccc(-n2nc(C(=O)NCC(=O)N3CCN(Cc4ccc5c(c4)OCO5)CC3)c3ccccc3c2=O)cc1OC
i | 2.4 | O=C(O)c1ccc(S(=O)(=O)Nc2ccc3c(c2)OCCO3)cc1
i | -1.2 | CC(=O)c1cccc(NC(=O)C(=O)Nc2cccc3ccccc23)c1
i | -0.41 | CCN(CC)C(=O)C(Sc1ccccc1)c1ccccc1 (stereo unspecified)
i | -1.1 | O=C(CCCSc1nc(-c2ccco2)cc(C(F)(F)F)n1)Nc1ccc2c(c1)OCO2
i | -1.6 | COc1cc(C(=O)NCc2nnc(SCC(=O)Nc3c(C)cc(C)cc3C)o2)cc(OC)c1OC
i | -0.19 | O=C(CSc1nnc(-c2ccccc2O)o1)Oc1ccc(OCc2ccccc2)cc1
i | -0.49 | O=C1C=CN(Cc2ccccc2)CC1
i | 0.88 | CC1NC(=S)N(Cc2ccccc2)C1=O (stereo unspecified)
i | -0.89 | CN(C)S(=O)(=O)N1CCN(c2ccc([N+](=O)[O-])c(N3CCCCC3)c2)CC1
i | 0.17 | CCn1c(C)nc2cc(C(=O)NNC(=S)Nc3ccccc3OC)ccc21
i | -0.87 | Brc1ccccc1Cn1c(-c2cscn2)nc2ccccc21
i | 0.59 | O=C(NC1CCCCCC1)c1cc2n(n1)C(C(F)(F)F)CC(c1ccco1)N2 (stereo unspecified)
i | -1.6 | Cc1cc(OCc2cc(C(=O)N(C)C(C)c3ccccn3)no2)cc(C)c1Cl (stereo unspecified)
i | 0.96 | O=C(NCc1ccc(F)cc1)C(c1ccco1)N(C(=O)c1csnn1)c1ccccc1 (stereo unspecified)

Grouped by structure, those above with a cyano group.
KCNQ2 block | Kir21 block | Compound
i | 1.5 | COc1ccc(S(=O)(=O)N2CCN(CC(O)COc3ccc(CC#N)cc3)CC2)cc1OC (stereo unspecified)
i | -1.9 | Cc1ccc(-c2csc(C(C#N)=C3CCCC3)n2)cc1
i | 1.1 | COCc1cc(C)nc(OCC(=O)N/N=C/c2ccc(C)o2)c1C#N

Three of these compounds, set out differently:
Every second line gives: KCNQ2 block | Kir21 block
Cc1nn2c(NCCN3CCOCC3)c3c(nc2c1-c1ccccc1)CCCC3
    i | -1.3
Cc1c(F)cccc1NS(=O)(=O)c1ccc(OCCNS(C)(=O)=O)cc1
    i | -2.4
O=C(COC(=O)CSc1nnc(-c2ccc(Cl)cc2)o1)Nc1cc(Cl)cc(Cl)c1
    i | -0.49

The list goes on:
KCNQ2 block | Kir21 block | Compound
i | 0.57 | COCCCNC(=O)c1cc(C(=O)c2c(-c3c(Cl)cccc3Cl)noc2C)c[nH]1
i | 1.4 | COc1ccc(C2=CC(=O)CCC2)cc1
i | 1.2 | COc1cccc(/C=N/Nc2cc(-n3nc(C)cc3-c3ccccc3)ncn2)c1O
i | 0.02 | O=S1(=O)[C@H]2C[C@@H]3C=C[C@@]2(CN1Cc1cccc(Cl)c1)O3
i | 0.45 | CC(C)Cn1cnc2c(=O)oc3ccccc3c21
i | -0.01 | COCCn1nnnc1C(C(C)C)N1CCCC(C)C1 (stereo unspecified)
i | 1.7 | CN1CCN(CC(=O)Nc2ccc(OC(F)(F)F)cc2)CC1
i | 0.75 | CC(=O)c1cn(CC(=O)NCc2ccc3c(c2)OCO3)c2ccccc12
i | -0.04 | COc1ccc(-c2[nH]ncc2CN2CCN(c3ccc(F)cc3)CC2)cc1
i | -0.2 | COC(=O)[C@H](CCSC)NC(=O)NCCC1=CCCCC1
i | 0.42 | O=C(c1cccc(F)c1)N1CCN(c2cc(N3CCCCC3)c(F)cc2[N+](=O)[O-])CC1
i | 0.49 | COc1ccc(N=C2SC(C(=O)N3CCN(c4ccc([N+](=O)[O-])cc4)CC3)CC(=O)N2C)cc1 (stereo unspecified)
i | 0.37 | CCOc1ccc(N(C)S(=O)(=O)c2ccc(-c3ccc(=O)[nH]n3)s2)cc1
i | -1.5 | Cc1cc(NCc2ccc3c(c2)OCO3)n2nc(C)nc2n1
i | 1.2 | O=C(COc1cccnc1[N+](=O)[O-])Nc1ccc2c(c1)CCC2
i | 0.05 | Cc1cccc2c1cnn2C(=O)Nc1ccccc1Br
i | 0.32 | O=C(Oc1ccc(C(=S)N2CCCCC2)cc1)c1ccccc1F
i | 0.01 | Cc1ccc(-c2nc(Cl)nc3ccccc23)cc1
i | 0.02 | [N-]=C=C1C(=O)NC(=O)C([n+]2ccc(-c3ccncc3)cc2)C1c1ccccc1C(F)(F)F (stereo unspecified)
i | 0.04 | CCOc1ccc(OCCn2c(=S)[nH]c3c(N)ncnc32)cc1
i | -1 | Cc1ccc(S(=O)(=O)NNC(=O)NC23CC4CC(CC(C4)C2)C3)cc1

Entries of single compounds, looked up by structure.
Cc1cccc2c1cnn2C(=O)Nc1ccccc1Br as listed: KCNQ2 block: i; Kir21 block: 0.05
[N-]=C=C1C(=O)NC(=O)C([n+]2ccc(-c3ccncc3)cc2)C1c1ccccc1C(F)(F)F (stereo unspecified) as listed: KCNQ2 block: i; Kir21 block: 0.02
Cc1cc(NCc2ccc3c(c2)OCO3)n2nc(C)nc2n1 as listed: KCNQ2 block: i; Kir21 block: -1.5

Screens from PubChem.
